Assay outcomes deposited in PubChem BioAssay by several laboratories.
K1F lysis inhibition = inhibition of K1F phage lysis, E. coli UTI89, bacterial capsule biogenesis inhibitors, alamar blue (AID 488966) | inhibition, % at 100 µM; hits with a dose series show IC50 in µM | E. coli UTI89 K1F phage lysis, alamar blue, 2 h; higher % means a stronger effect | 340,000 tested, 0.02% active;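 active = phage lysis inhibition, versus mean bacterial control, above a set limit; inconclusive = no clear call, values can overlap the other calls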;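 note: capsule biogenesis inhibitors block K1F phage lysis so surviving cells raise fluorescence; higher fluorescence means more inhibition of phage lysis; actives were called in the ten point dose series up to 300 µM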
Myeloid diff MLP = induction of myeloid progenitor differentiation, primary screen, cell-based, flow cytometry, MLPCN library; ER-HoxA9 myeloid progenitors, lysozyme-GFP differentiation; calls only at 10 µM; 360,000 tested, 1% active; AID 624256, 2012;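 active = normalized GFP-positive differentiation at or above the plate's own cutoff, the solvent-only control mean plus 3 SD; inconclusive = no clear call, values can overlap the other calls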;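 note: cells exposed to compound for four days before flow analysis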
Lipid droplet = inhibitors of hepatocyte lipid droplet formation, primary screen, imaging, high-throughput imaging, BODIPY stain; AML12 mouse hepatocytes, oleate lipid droplets; inhibition, % at 6.5 µM; 240,000 tested, 0.4% active; AID 1656, 2009;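 active = lipid droplet intensity inhibited by at least 50%, with more than 500 cells counted; inconclusive = wells with under 300 cells, treated as cytotoxic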
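Material – mouse AML12 hepatocyte cell line, fixed after treatment · Compound dosing – one dose, 6.5 µM compound · Times – compound with oleate, overnight · Measured by – Image-based BODIPY and DAPI two-channel analysis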
Lipid droplet cells 6.5 µM = further read-out of Lipid droplet, marked with its call; cell count; measured here: cell count, cytotoxicity flag;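 cells counted across two imaged fields per well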
Myeloid diff MLP GFP+ MAC1+ % = further read-out of Myeloid diff MLP, marked with its call; GFP+ MAC1+ double positive, %; measured here: differentiation confirmed by MAC1 staining
Starred values were filed as active, the others as inactive; i = inactive; ? = inconclusive; · = no result given; [ ] = another dose, or the depositor's remark. Not all compounds are listed; rates above refer to the full screens.

Results follow in this order: K1F lysis inhibition | Myeloid diff MLP | Myeloid diff MLP GFP+ MAC1+ % | Lipid droplet | Lipid droplet cells 6.5 µM
CSCC[C@H](NC(=O)N1CCn2c1nc1ccccc12)C(=O)NCc1ccc2c(c1)OCO2
 : 0.0% | i | 1.1 | 15 | 690
Cc1cc(C)c(S(=O)(=O)Nc2nnc(C(C)C)s2)c(C)c1
 : 0.1% | i | 0.4 | -8 | 792
CCN(CC(=O)Nc1c(F)cccc1F)C(=O)CCCc1c[nH]c2ccccc12
 : -0.2% | i | 1.2 | 82* | 838*
Cc1c(C#N)c(O)[nH]c(=O)c1N=Nc1ccc(S(N)(=O)=O)cc1
 : 0.0% | i | 0.6 | 4 | 859
COc1ccc(/C=C/C(=O)NC(=S)N2CCCC(C(N)=O)C2)cc1 (stereo unspecified)
 : 0.1% | i | 1.5 | 9 | 608
O=C(CSc1nnc(CNC(=O)c2ccc(F)cc2)o1)Nc1nccs1
 : 0.1% | i | 1.2 | 2 | 883
O=C(Nc1ccc(Cl)cc1)c1cccc(S(=O)(=O)Nc2ccccn2)c1
 : -0.2%[50 µM] | i | 1.4 | -8 | 809
COc1cc(-c2cc(C(=O)Nc3cccc(C(C)=O)c3)c3ccccc3n2)cc(OC)c1OC
 : 3.0% | i | 1.0 | -6 | 802
CCc1ccc(C(=O)COC(=O)CNC(=O)c2ccc(Br)o2)cc1
 : 0.0% | i | 1.1 | 1 | 676
Cc1cc(C)nc(OC(C(=O)O)C(OCC(C)C)(c2ccccc2)c2ccccc2)n1 (stereo unspecified)
 : 0.2% | i | 0.2 | 0 | 812
CCCC(=O)NC1CCCc2c1cnn2-c1ccc(C)c(C)c1 (stereo unspecified)
 : 0.1% | i | 0.5 | -6 | 741
CC(=O)c1ccc(NC(=O)c2onc(C)c2Cl)cc1
 : -0.4% | i | 0.5 | 9 | 850
CNC(=O)CSc1nc2cccnc2n1C1CCCCC1
 : -2.5% | i | 0.7 | -5 | 801
Cc1cc(=O)oc2c(C)c(OCC(=O)NC3CC(C)(C)NC(C)(C)C3)ccc12
 : -0.4% | i | 1.5 | 0 | 699
CCCc1cc(=O)oc2cc(C)cc(OCC(=O)NC3CC3)c12
 : 0.3% | i | 0.9 | -1 | 771
CCc1ccc(CN(C)C(=O)C2CCC(=O)N(CCc3ccc(OC)cc3)C2)nc1 (stereo unspecified)
 : -0.2% | i | 0.3 | 1 | 753
O=C(Nc1nc2c(F)cccc2s1)c1ccc([N+](=O)[O-])o1
 : -0.3% | i | 2.5 | 0 | 686
Cc1ccc(-n2nc3c(=O)n(CC(=O)NCc4cccs4)nc(C)c3c2C)cc1
 : 0.2% | i | 1.5 | 19 | 717
COc1ccc(NC(=O)Nc2ccon2)cc1OC
 : -0.4%[50 µM] | i | 0.6 | -19 | 808
CCc1ccc(S(=O)(=O)Nc2cc3c(cc2N2CCOCC2)n(C)c(=O)c(=O)n3C)cc1
 : -0.2% | i | 0.8 | 11 | 715
COc1ccc(NC(=O)c2cccc(N3C(=O)C4C5CCC(C5)C4C3=O)c2)cc1 (stereo unspecified)
 : 0.0% | i | 0.8 | 8 | 659
Cc1ccc(C23CC4CC(CC(C(=O)NC(C)C(=O)O)(C4)C2)C3)cc1 (stereo unspecified)
 : 0.0%[50 µM] | i | 0.8 | 9 | 681
O=C(CN1C(=O)S/C(=C\c2ccccc2Cl)C1=O)NC1C=CS(=O)(=O)C1 (stereo unspecified)
 : 0.1% | i | 0.8 | -13 | 691
Cc1ccc(-c2nnn(CC(=O)N(CCCO)C(C(=O)NC3CCCC3)c3ccc(F)cc3)n2)o1 (stereo unspecified)
 : -0.3% | i | 0.8 | 5 | 790
Cc1oc2c(c(C)cc3oc(=O)c(CC(=O)NCCC(=O)O)c(C)c32)c1C
 : -1.8%[50 µM] | i | 1.2 | -2 | 850
CC(C)(C)NC(=O)CSc1nc(Cc2ccccc2)nc2ccccc12
 : 0.1% | i | 0.5 | 4 | 857
Cn1c(=O)c2c(C(=O)O)cc(-c3ccccc3)nc2n(Cc2ccccc2)c1=O
 : 0.0% | i | 0.4 | -5 | 815
CN1C(=O)Cc2cc(S(=O)(=O)N3CCN(c4ccccc4F)CC3)ccc21
 : 0.5% | i | 1.1 | -6 | 691
COc1ccccc1N1CCN(C(=O)C2CCCN(S(=O)(=O)c3ccc4c(c3)CCCN4C(C)=O)C2)CC1 (stereo unspecified)
 : 0.1% | i | 3.4 | -2 | 690
COc1ccc(C(=O)NC2CC2)cc1OC1CCN(Cc2ccc(F)c(F)c2)CC1
 : 0.2% | i | 2.2 | -1 | 693
CC(C)C(NC(=O)c1c(F)cccc1F)C(=O)NC1CC(C)(C)NC(C)(C)C1 (stereo unspecified)
 : 0.5% | i | 2.1 | -8 | 778
S=C(NCc1ccccc1)Nc1cccc2ccccc12
 : 0.2% | i | 0.4 | -12 | 852
N#Cc1ccc2nc3c(nc2c1)CCCC3
 : 0.0% | i | 0.3 | 7 | 660
COc1ccc(NC(=O)CNC(=O)c2nn(-c3ccc(OC)c(OC)c3)c(=O)c3ccccc23)c(OC)c1
 : -0.1% | i | 0.3 | 11 | 814
O=C1CCN(CCCc2ccccc2)CCN1CCO
 : 0.6% | i | 1.1 | -2 | 791
Cc1cc(C)cc(NC(=O)NNC(=O)c2cc3occc3[nH]2)c1
 : 0.4% | ? | · | -13 | 702
COc1ccc(C(C)=O)cc1COC(=O)c1cc2ccccc2cc1O
 : 0.6% | i | 0.7 | -15 | 844
Cc1ccc2oc(C(=O)NCCCN3CCOCC3)c(C)c2c1
 : 1.7%[50 µM] | i | 0.3 | 17 | 832
CCOC(=O)c1ccc(N2CCN(C(=O)c3ccccc3)CC2)c(NC(=O)c2ccco2)c1
 : -0.3% | i | 2.3 | 0 | 728
CCOc1ccc(-n2ccc(=O)c(C(=O)Nc3ccc(S(=O)(=O)Nc4nccs4)cc3)n2)cc1
 : 0.2% | i | 1.3 | 35 | 789
COc1ccc(C2C(C(C)=O)=C(O)C(=O)N2c2ccccn2)cc1 (stereo unspecified)
 : -0.1% | i | 0.3 | 5 | 840
COc1ccc(C2=NS(=O)(=O)N(C)C(C(=O)N3C(C)CCCC3C)=C2)cc1 (stereo unspecified)
 : -0.9% | i | 0.6 | -14 | 663
CSc1ccc(S(=O)(=O)N2CCC(C(=O)Nc3ccc(C(N)=O)cc3)CC2)cc1
 : 0.3% | i | 2.1 | 26 | 776
Cc1nc2ccc(C(=O)OCc3nnc(-c4ccc(Br)cc4)o3)cc2nc1C
 : 1.2%[50 µM] | i | 1.4 | 22 | 673
CCCOC(=O)Cn1cnc2scc(-c3ccc(OC)cc3)c2c1=O
 : 0.1% | i | 1.0 | -2 | 815
O=C(COc1ccccc1[N+](=O)[O-])N(Cc1ccco1)C1CCS(=O)(=O)C1 (stereo unspecified)
 : 0.9% | i | 2.2 | -12 | 692
Cc1cc(NC(=O)CSc2sc3c(O)cc(=O)[nH]c3c2C#N)ccc1Br
 : 0.7% | i | 0.0 | -6 | 741
O=C(Nc1cccc2ccccc12)NC(Cc1ccccc1)C(=O)O (stereo unspecified)
 : 0.4% | i | 0.9 | 14 | 779
COc1ccc(OC)c(CNC(=O)C2CCCN(c3ncnc4c3nc3n4CCCCC3)C2)c1 (stereo unspecified)
 : 0.2% | i | 2.5 | -19 | 696
COc1ccc(S(=O)(=O)N2CC=C(C(=O)NC3CCCC3)CC2)cc1
 : 0.1% | i | 3.3 | -29 | 649
NS(=O)(=O)OCC1CCCCC1
 : 0.3% | i | 0.6 | 6 | 805
O=C(N=C1SC2CS(=O)(=O)CC2N1c1ccc(Cl)cc1Cl)C1CC1 (stereo unspecified)
 : 0.3% | i | 0.5 | -3 | 743
Cc1cccc(N2CC(C(=O)Nc3ccc(S(=O)(=O)N4CCOCC4)cc3)CC2=O)c1C (stereo unspecified)
 : 0.0% | i | 0.4 | 31 | 810
N#Cc1ccc(CN2CCN(C(=O)CC(NC(=O)c3ccccc3)c3ccccc3)CC2)cc1 (stereo unspecified)
 : 1.3% | i | 0.4 | -13 | 824
COc1ccccc1/C=C/CN1CCNC(=O)C1CC(=O)NCCc1cnccn1 (stereo unspecified)
 : -0.1%[50 µM] | i | 1.2 | 23 | 796
Cc1ccc(S(=O)(=O)Nc2ccc(O)c3cccnc23)cc1
 : 1.1% | i | 3.3 | -5 | 852
Cn1c(CNc2ccc(O)cc2)nc2ccccc21
 : -0.8%[50 µM] | i | 0.3 | 9 | 419
CCOCCCNC(=S)N(CCN(CC)CC)Cc1cc2cc3c(cc2[nH]c1=O)OCCO3
 : 0.2% | i | 0.4 | -9 | 744
O=C(CCN1C(=O)C2C3CCC(C3)C2C1=O)Nc1cccc(Cl)c1 (stereo unspecified)
 : 0.0% | i | 0.7 | 1 | 860
O=C(c1cc(COc2ccc(F)cc2Cl)on1)N1CCCCCC1
 : -0.1% | i | 3.6 | -4 | 701

Continuation:
smiles,K1F lysis inhibition,Myeloid diff MLP,Myeloid diff MLP GFP+ MAC1+ %,Lipid droplet,Lipid droplet cells 6.5 µM
CN(Cc1ccccc1)C1(CNC(=O)CCC(F)(F)F)Cc2ccccc2C1,1.3%,i,0.5,-3,791
Cc1cccc(NC(=S)N2CCN(c3ccccc3F)CC2)c1C,1.3%,i,0.2,14,790
CSc1nsc(SCC(=O)Nc2ccccc2C(N)=O)n1,0.1%,i,0.3,-2,769
COc1cccc(C(=O)Nc2nnc(S(=O)(=O)N(C)c3ccccc3)s2)c1,0.3%,i,0.6,0,743
CC(C)C[C@@H](C(=O)N[C@@H](C(=O)O)c1ccccc1)N1C(=O)N2CCc3c([nH]c4ccccc34)[C@@]2(C)C1=O,0.6%,i,2.2,-3,746
COc1ccc(N2CCN(C(=O)c3ccccc3N(C)S(=O)(=O)c3ccc(C)cc3)CC2)cc1,0.0%,i,0.2,4,776
Cc1ccc(C(=O)N2CCN(c3ccc(NC(=O)c4cccs4)cc3)CC2)cc1,0.1%,?,·,-1,677
Cc1ccc(C(=O)NC(=S)NNC(=O)c2ccccc2)cc1,0.9%,i,0.6,-8,806
Cc1cc2c(cc1S(=O)(=O)N(C)Cc1ccccc1)n(C)c(=O)c(=O)n2C,5.9%,i,2.2,1,836
COc1ccc(S(=O)(=O)N(Cc2cccnc2)Cc2cc3ccccc3[nH]c2=O)cc1,-0.1%,i,1.3,-4,634
CCOc1ccc(C(=O)NCC(=O)NCCCn2nc(C)cc2C)cc1OCC,0.0%,i,0.7,-3,789
CN(C)c1ccc(CN(C(=O)c2ccccc2Br)C2CCS(=O)(=O)C2)cc1 (stereo unspecified),0.3%,i,1.9,3,679
CCn1cc(S(=O)(=O)N2CCCC2)cn1,-1.6%[50 µM],i,1.3,-23,721
COc1ccccc1CNC(=O)C1Cc2cc(S(=O)(=O)N3CCCC3)ccc2N1C(C)=O (stereo unspecified),-0.1%,?,·,-8,658
CCCNC(=O)NNC(=O)c1cc(-c2ccc3c(c2)OCO3)nc2ccccc12,0.6%,i,2.4,2,712
CCOc1ccc(S(=O)(=O)N2CCCC(C(=O)NCC3CCCO3)C2)cc1 (stereo unspecified),0.3%[50 µM],i,8.1,1,845
Cc1ccc(C(=O)NCc2ccco2)cc1S(=O)(=O)N1CCCC1,0.0%,i,9.3,-4,838
CCC(=O)Nc1nnc(S(=O)(=O)N(CC)c2cc(C)cc(C)c2)s1,-0.1%[50 µM],?,·,-18,809
Cc1ccc2oc(C(=O)N3CCN(CC(=O)NC(C)C)CC3)c(C)c2c1,0.3%,i,0.5,-14,813
Brc1cc2c(cc1-c1nc3ccccc3s1)OCO2,-0.1%,i,1.2,-8,769
O=C1CCN(Cc2cccnc2)CCN1[C@H](CO)c1ccccc1,1.9%,i,0.6,2,762
COc1ccc(-n2c(-c3ccc(OC)c(OC)c3)n[nH]c2=S)cc1,0.1%,i,1.6,13,842
COC(=O)C(Cc1ccc(O)cc1)NC(=O)CCNC(=O)c1ccco1 (stereo unspecified),0.1%,i,0.7,18,822
Brc1ccc(CNc2ccc3ncccc3c2)cc1,0.5%,i,1.6,3,826

Sorted by molecular weight (descending): part of the list above.
smiles,K1F lysis inhibition,Myeloid diff MLP,Myeloid diff MLP GFP+ MAC1+ %,Lipid droplet,Lipid droplet cells 6.5 µM
COC(=O)C(Cc1ccc(O)cc1)NC(=O)CCNC(=O)c1ccco1 (stereo unspecified),0.1%,i,0.7,18,822
Cc1ccc2oc(C(=O)N3CCN(CC(=O)NC(C)C)CC3)c(C)c2c1,0.3%,i,0.5,-14,813
COc1ccc(-n2c(-c3ccc(OC)c(OC)c3)n[nH]c2=S)cc1,0.1%,i,1.6,13,842
